LDHA block = qHTS assay for inhibitors of human lactate dehydrogenase; L-lactate dehydrogenase A chain (Homo sapiens), P00338; activity change, % (values are at about 110 or 230 µM); 0.15% of 480,000 active; AID 1347041, 2019; purified LDHA, NADH/diaphorase-resazurin fluorescence; hits give low values; in the data active = activity change below about -30%; inconclusive = mostly about -25% to -30%;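 note: plate controls were DMSO wells for no effect and wells without enzyme for full effect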
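Enzyme activity of human lactate dehydrogenase 5 (2 nM; 0.06 mM NADH, 0.2 mM pyruvate, 5 min, RT) is measured via a resazurin/diaphorase fluorescence readout of residual NADH.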
Starred values were filed as active, the others as inactive; u = inconclusive. This is a subset. The share of hits here may be higher or lower than overall.

Start of the listing, in advance:
molecule	LDHA block
N#CC1=C(N)OC2=C(C(=O)CC(c3ccccc3)C2)C1c1ccccc1Br (configuration not stated)	13.7
COCCn1nc(C(=O)NCC(c2ccc(OC)cc2)N2CCCC2)ccc1=O (configuration not stated)	-1.7

This part in full, from the first entry:
molecule	LDHA block
N#CC1=C(N)OC2=C(C(=O)CC(c3ccccc3)C2)C1c1ccccc1Br (configuration not stated)	13.7
COCCn1nc(C(=O)NCC(c2ccc(OC)cc2)N2CCCC2)ccc1=O (configuration not stated)	-1.7
COc1ccc(-c2nc(NC(C)c3ccccc3)c3ccccc3n2)cc1 (configuration not stated)	3.0
N#Cc1nc(-c2ccc(F)cc2)oc1N1CCN(C(=O)c2ccccc2F)CC1	-2.1
CCOCc1ccc(CNC(=O)/C=C/c2ccc(C)o2)cc1	-7.5
COc1cccc(OCCCOc2ccccc2/C=N/NC(=O)c2cccc(Cl)c2)c1	3.8
CCN1CCN(C(=O)CN2C(=O)c3cccnc3Oc3ccc(Cl)cc32)CC1	8.7
Cn1c(=O)[nH]c(=O)c2c1nc(N1CCN(Cc3ccccc3)CC1)n2CCc1ccccc1	0.8
COc1ccc2nc(SC3CC(=O)N(c4ccc(C)c(C)c4)C3=O)nc(C)c2c1 (configuration not stated)	8.9
O=C(Nc1ccccc1)c1cccc(CSc2cccc[n+]2[O-])c1	-0.5
Cc1ccc(C)c(COC(=O)c2ccc3c(c2)NC(=O)CS3)c1	-3.6
CN(C)c1ccc(C=Nc2cccc(C(=O)c3ccccc3)c2)cc1	5.5
Cc1oc(-c2nc(C#N)c(N3CCOCC3)o2)cc1S(=O)(=O)N(C)C	-0.1
COc1ccc(/C=C2\Oc3cc(OS(=O)(=O)c4ccc(OC)cc4)ccc3C2=O)cc1	3.0
O=C(O)c1c(F)c(F)c(F)c(F)c1-c1ccccc1	11.7
COc1cc(/C=C(/C#N)c2nc3ccccc3[nH]2)ccc1SC	u
Cc1ccc(C(CNC(=O)c2cc3ccccc3oc2=O)N2CCC(C)CC2)o1 (configuration not stated)	7.0
O=C(/C=C/c1ccc(-c2ccccc2Br)o1)c1ccccc1	1.0
COc1ccccc1-c1nnc(SCC(=O)N(C(C)C)C(C)C)n1N	10.3
CCN1CCC(CNCc2cccs2)C1 (configuration not stated)	0.4
Cc1ccc2c(=O)cc(C(=O)N3CCC(Cc4ccccc4)CC3)oc2c1C	11.4
CC(C)CCNC(=O)c1cc(=O)[nH]c2ccc(S(=O)(=O)Nc3ccc(F)cc3)cc12	-0.8
CCc1ccc(CNC(=O)COC(=O)c2ccc(Cl)cc2)cc1	-2.3
Cn1c(=O)c2c(nc(SCCCC#N)n2Cc2ccc(Cl)c(Cl)c2)n(C)c1=O	3.3
COc1ccc(NC(=O)Cn2ccc3ccc(Cl)cc32)c(OC)c1	-6.4
O=C(CNC(=O)c1[nH]c2ccccc2c1Cl)NCc1ccccc1	0.4
CC(=O)c1ccccc1OCCOC(=O)c1cccc(CS(C)(=O)=O)c1	3.3
COc1ccc2c(ccn2CC(=O)NCCCCCC(=O)O)c1	2.3
CCn1nnc(NC(=O)c2cc3ccccc3cc2OC)n1	-4.1
CSc1nsc(SCC(=O)NCc2ccc(F)cc2)n1	-22.2

Single entries from above:
Reading of COc1ccc(NC(=O)Cn2ccc3ccc(Cl)cc32)c(OC)c1 in LDHA block: -6.4
Reading of Cn1c(=O)c2c(nc(SCCCC#N)n2Cc2ccc(Cl)c(Cl)c2)n(C)c1=O in LDHA block: 3.3
Reading of COc1ccc2c(ccn2CC(=O)NCCCCCC(=O)O)c1 in LDHA block: 2.3
Reading of CCOCc1ccc(CNC(=O)/C=C/c2ccc(C)o2)cc1 in LDHA block: -7.5
Reading of Cn1c(=O)[nH]c(=O)c2c1nc(N1CCN(Cc3ccccc3)CC1)n2CCc1ccccc1 in LDHA block: 0.8

(cont.)
molecule	LDHA block
Cc1ccccc1CN(C)C(C)C(=O)Nc1ccc(N2CCCCC2)cc1 (configuration not stated)	6.7
C=CCNc1nc(C(=O)OCC(=O)NCc2cccc(OC)c2)cs1	-1.0
O=C(c1ccc(C2SCCS2)cc1)N1CCN(S(=O)(=O)c2ccc(F)cc2)CC1	2.7
CSc1ccc(CN(C)CC(=O)NC(=O)NCc2ccccc2)cc1	0.7
COc1ccc(/C=C(\C#N)C(=O)Nc2ccccc2C(=O)O)cc1OC(=O)c1ccccc1Cl	1.7
COc1cccc2cc(S(=O)(=O)c3ccc(Cl)cc3)c(=O)oc12	22.4
CCN(C(=O)CC12CC3CC(CC(O)(C3)C1)C2)c1ccccc1	0.0
Cc1cc(C)nc(/N=C2\NC(=O)CC(C(=O)O)N2c2cccc(C(F)(F)F)c2)n1 (configuration not stated)	-4.8
CCNCC1Cc2ccccc2O1 (configuration not stated)	-8.0
COc1ccc(C)cc1Nc1nc2ccccc2nc1NS(=O)(=O)c1cccc(C)c1	15.3
COc1cc(NC(=O)c2cc(=O)[nH]c3ccccc23)cc(OC)c1	1.9
CCNC(=O)CN1CCN(C(C(=O)O)c2c[nH]c3ccc(Cl)cc23)CC1 (configuration not stated)	-8.7
CC(=O)c1c(C)[nH]c(C(=O)C(C)Oc2c(F)c(F)cc(F)c2F)c1C (configuration not stated)	4.4
Nn1c(SCc2cccc(S(=O)(=O)N3CCOCC3)c2)nnc1-c1cccc(Cl)c1	4.0
Cc1ccc(C)c(NC(=O)c2ccc3[nH]c(C)c(C)c3c2)c1	-8.6
NCC#Cc1cccc(C(F)(F)F)c1	-2.7
CN(CC(=O)NCc1nc(-c2ccccc2Cl)no1)S(=O)(=O)c1ccc2ccccc2c1	10.9
O=[N+]([O-])c1ccc(/C=N/O)s1	-3.2
COc1ccc(C2C=C(c3ccc(F)cc3)Nc3nnnn32)cc1OCc1ccccc1 (configuration not stated)	16.3
Cc1ccc(C(CNC(=O)c2cccs2)N2CCCCC2)o1 (configuration not stated)	-20.8
COc1ccc2c(c1)OCCN(c1ccc(NC(=O)c3ccc(F)cc3)cc1C(=O)O)C2	-2.6
Cc1ccc(NC(=O)CCc2nc3cc(Cl)ccc3n(CC(C)C)c2=O)cc1	0.5
c1ccc(-c2nc(C34CC5CCC(CC(C5)C3)C4)cs2)cc1	10.6
CC(C)n1nc(C(=O)N2CCSCC2)c2ccccc2c1=O	-2.7
O=C(NCCc1cccnc1)c1cc(-c2ccncc2)nc2ccccc12	1.9
CC(C(=O)c1ccc(Cl)cc1)C1(O)C(=O)Nc2ccc(Br)cc21 (configuration not stated)	-16.4
Cc1cc(/C=C/C(=O)c2cccs2)cc(C)c1O	2.6
O=C(NCc1cccs1)c1cc2ccccc2[nH]1	5.6
COC(=O)C1=CN(c2cccc(C(F)(F)F)c2)C=C(C(=O)OC)C1c1ccc(Cl)cc1	u
CC(C)(C)C(=O)/C(C#N)=C/c1ccc(OCc2ccc(Cl)cc2Cl)cc1	1.3

Additional results
molecule	LDHA block
O=S(=O)(c1ccc(Cl)cc1)N1CCN(C/C=C/c2ccccc2)CC1	3.3
COc1cc(C(=O)NC2CCOC2=O)cc(OC)c1OC (configuration not stated)	12.6
COC(=O)COc1cccc(N)c1	7.9
Clc1ccc(Oc2cc(Cl)c(Cl)cc2Cl)cc1	-2.3
CCC(C)Cc1c(C)sc2nc(CNc3ccc(F)cc3)[nH]c(=O)c12 (configuration not stated)	5.7
CCOc1cc(/C=C/c2ccc3cccc(OC(C)=O)c3n2)ccc1OC(C)=O	14.5
O=C(NCCN1CCCCC1)C(=O)Nc1cccc(N2CCCS2(=O)=O)c1	-0.6
COC(=O)C1=C(C)N(c2ccc(F)cc2)C(=O)CC1C(=O)Nc1ccc(C(C)=O)cc1 (configuration not stated)	3.5
N#CC(/C(=N/S(=O)(=O)c1ccccc1)c1ccccc1)c1nc2ccccc2s1 (configuration not stated)	1.7
CC1CCCC(NC(=O)c2ccc3ccccc3c2)C1C (configuration not stated)	2.7
COC(=O)CCNC(=O)/C=C/c1cccc(C)c1	-0.2
COC(=O)CSc1nc(N)c2c3c(sc2n1)CCCC3C (configuration not stated)	-5.3
CCCCCCNC(=O)c1cc(-c2cccc(Br)c2)nc2ccccc12	3.7
COC(=O)c1ccc(C)c(NC(=O)CN(c2cc(C(F)(F)F)ccc2Cl)S(C)(=O)=O)c1	-5.0
O=C1CCc2cc(S(=O)(=O)NCc3ccccc3)ccc2N1	-2.0
CN1CCC(N(C)C(=O)c2ccc(Cl)cc2F)CC1	1.4
CCCCN(Cc1ccco1)C(=O)Cn1nc(Cc2cccnc2)c2ccccc2c1=O	0.1
CCC(CC)(CC(=O)Nc1ccc2oc(C)nc2c1)C(=O)O	13.4
CCOc1ccccc1-n1nnc(C(=O)Nc2nnc(CC)s2)c1C	10.9
O=C(Nc1ccc(Cl)cc1F)c1ccccc1OCC1CCCO1 (configuration not stated)	-3.9
C=CCN(CC=C)Cc1c(C)[nH]c2ccc(CC)cc2c1=O	2.4
Cc1sc2nc(CN3CCCCC3)nc(Sc3nnnn3C)c2c1C	16.0
Cc1nonc1CN1CCN(C(C(=O)O)c2c[nH]c3cc(Br)ccc23)CC1 (configuration not stated)	8.2
Cn1c(=O)n(Cc2ccccc2)c(=O)c2c1[nH]c(=O)n2C	10.2
COCCn1cnc2c1c(=O)n(CC(=O)Nc1ccc(OC(F)F)cc1)c(=O)n2Cc1ccccc1	-4.4
CCCCNC(=O)c1ccc2c(c1)N(Cc1ccccc1)C(=O)CS2=O (configuration not stated)	2.1
Cc1ccc(S(=O)(=O)Cc2nc(-c3ccc(C(=O)NCCN4CCOCC4)cc3)oc2C)cc1	-1.4
CCC1CCCCN1C(=O)CN1CCCN(Cc2ccccc2)S1(=O)=O (configuration not stated)	4.7
Cc1c(-c2ccccc2)oc2c(C(=O)NC3CCN(C(C)C)CC3)cccc2c1=O	-1.6
O=[N+]([O-])c1c(Nc2cccc(Cl)c2Cl)cc(Cl)c2nonc12	16.2

Going on with the list.
molecule	LDHA block
CCC(CC)C(=O)Nc1sccc1C#N	-0.8
Clc1ccc(COc2ccc(-n3cnnn3)cc2)cc1Cl	7.3
COc1cccc(NC(=O)COc2coc(CN3CCSCC3)cc2=O)c1	3.1
O=C(O)c1csc2ccccc12	4.5
CC(=O)Nc1ccc(-c2csc(NC3CCCC3)n2)c(F)c1	1.8
CCOc1ccc(S(=O)(=O)n2ccnc2)cc1C(C)(C)C	0.6
Cn1c(=O)c2sccc2n(CC(=O)NCC2CCCO2)c1=O (configuration not stated)	-40.6*
O=[N+]([O-])c1c(Nc2ccccc2Cl)ccc2nonc12	-1.4
Cc1ncc(-c2ccc(S(=O)(=O)Nc3ccccc3C)cc2)o1	13.7
COC(=O)c1ccccc1NC(=O)NCc1nc(-c2ccc(C)cc2)oc1C	7.2
CCc1ccc2nc(-c3ccc(C)cc3C)cc(C(=O)O)c2c1	7.7
CCCCN(C)S(=O)(=O)NCc1ccnc(N2CCN(c3ccc(F)cc3)CC2)c1	-18.1
O=C(NCc1ccc2c(c1)OCO2)c1ccc(-c2csc(C3CC3)n2)cc1	6.8
COc1cccc(C2c3c(ncn(-c4ccccc4C(C)(C)C)c3=N)Oc3ccc4ccccc4c32)c1 (configuration not stated)	0.5
CCOC(=O)C(NC(=O)c1ccc(C)cc1)C(=O)OCC	8.4
O=C(COc1ccc(-n2cnnn2)cc1)Nc1ccccc1Oc1ccccc1	-7.6
CCCCc1ccc(NC(=S)N(Cc2ccccc2)Cc2ccccc2)cc1	4.7
CCCOc1ccccc1C(=O)N(Cc1cccc(OC)c1)C1CCS(=O)(=O)C1 (configuration not stated)	5.2
COc1ccc(OCCn2cc(C(C)=O)c3ccccc32)cc1	17.6
CN(C)c1ccc(NC(=O)CN2CCN(c3ccc([N+](=O)[O-])c4cnccc34)CC2)cc1	18.2
COC(=O)c1nnn(CC(=O)Nc2ccc(F)cc2F)c1C(=O)OC	-1.9
COc1ccc(-n2c(=O)c(C#N)cc3c(=O)n4cccc(C)c4nc32)cc1	9.2
CC(C)Sc1ccc2nn(CC(=O)Nc3ccc(Cl)cc3)c(=O)n2n1	9.1
Cc1ccc(-c2cc(=O)c3cc(Br)ccc3o2)cc1	8.9
CCOc1ccc(S(=O)(=O)N2CCN(C(C(=O)O)c3c[nH]c4ccc(Cl)cc34)CC2)cc1 (configuration not stated)	0.1
Cc1ccc(N(CCC#N)C(=O)CSc2cc(C)c3ccccc3n2)cc1	-0.1
CCOc1ccccc1C(=O)Nc1c(C(=O)N2CCN(Cc3ccccc3)CC2)oc2ccccc12	-3.1
CSc1cccc(NC(=O)c2csc3c2CCCC3)c1	7.8
Cc1ccc(OCC(=O)Nc2ccc3oc(-c4cccnc4)nc3c2)cc1	0.3
Cc1ccc(-c2csc(Nc3ccccc3)n2)cc1C	0.8

The listing continues:
molecule	LDHA block
CC(C)(C)OC(=O)N1Cc2ccccc2C[C@H]1C(=O)Nc1ccc2c(c1)OCCO2	-4.7
Cc1cc(Oc2cc(C#N)c(C#N)cc2Oc2ccc(Cl)c(C)c2)ccc1Cl	0.3
NS(=O)(=O)c1ccc(N/N=C/c2cccs2)c([N+](=O)[O-])c1	5.8
O=C(NC1(C(F)(F)F)N=C(c2ccccc2)N(Cc2ccco2)C1=O)c1ccc(F)cc1 (configuration not stated)	3.7
COc1ccc(-c2nnc(SCCS(=O)(=O)c3ccc(Cl)cc3)o2)cc1OC	4.6
O=C(Nc1ccccc1)C1CCCN1c1ncnc2ccccc12 (configuration not stated)	1.7
C/C(=N\NC(=O)CCc1ccccc1)c1ccc(C)cc1C	6.8
Cc1cc(C)c(NC(=O)CN2CCN(C(=O)C3CC3)CC2)c(C)c1	4.0
O=C(NC1CCCCC1)c1ccc2c(c1)-c1ccccc1C2	2.8
Cc1cc(=O)oc2cc(OCC(=O)NCCc3ccc(S(N)(=O)=O)cc3)ccc12	3.6
COc1cc(C(C)=O)ccc1OCc1c(F)cccc1Cl	1.8
